Screening data from PubChem BioAssay.
procasp3 activ = procaspase-3 (human) activation; P42574; recombinant procaspase-3 D3A, Ac-DEVD-pNA absorbance 405 nm; activation, % at 8.5 µM; hit rate 0.11% among 330,000; AID 463141;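 active = activation above the mean of all tested compounds plus 3 SD, cut at about 21% in these data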;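 also: 0% = DMSO alone and 100% = DMSO wells spiked with extra 5 µM PC-3 D3A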
Target sequence (P42574 whole entry D9A/D28A/D175A): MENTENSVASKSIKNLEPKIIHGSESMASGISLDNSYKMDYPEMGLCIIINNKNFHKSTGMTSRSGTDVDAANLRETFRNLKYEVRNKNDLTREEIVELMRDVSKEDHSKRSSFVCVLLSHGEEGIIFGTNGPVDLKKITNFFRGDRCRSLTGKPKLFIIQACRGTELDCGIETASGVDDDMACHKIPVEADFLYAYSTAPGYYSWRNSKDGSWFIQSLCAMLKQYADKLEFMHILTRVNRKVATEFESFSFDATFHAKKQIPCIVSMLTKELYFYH
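Test system: Procaspase-3 D3A mutant; medium: Zinc-free HEPES/NaCl buffer with 0.01% Triton X-100 at pH 7.4; reagent: DEVD-pNA substrate; doses: one concentration, 8.5 µM nominal, 0.8% DMSO; times: 1 h preincubation plus 2 h reaction at 25 °C; signal: Epi-absorbance at 405 nm of released p-nitroaniline, 0 and 120 min; replicates: singlicate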
PP5 primary = inhibitors of human protein phosphatase 5 (PP5); P53041; purified PP5c, OMFP substrate fluorescence; inhibition, % at 6.7 µM; hit rate 0.18% among 320,000;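 active = inhibition above the campaign's mean inhibition across all tested compounds plus 3 SD, cut at about 9.5% in these data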;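 also: 0% = DMSO only and 100% = 100 µM cantharidin control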
PP1 inh = blocks human PP1-alpha phosphatase, a PP5 counter-screen; P62136; purified PP1alpha, OMFP fluorescence; inhibition, % at 6.7 µM; hit rate 0.9% among 320,000; AID 2235;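 active = inhibition above the mean inhibition of all tested compounds plus 3 SD, computed separately for each screening campaign, cut at about 15% in these data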
JMJD2C inh = blocks human GASC-1 demethylase activity; Q9H3R0; GST-JMJD2C(1-420) H3K9me3 demethylation, DELFIA europium; inhibition, % at 2.35 µM; hit rate 0.069% among 330,000;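 active = more than half of a compound's replicate wells show inhibition beyond 50%, single wells judged on their own value; inconclusive = some, but no more than half, of replicates pass 50% inhibition; inactive = no replicate passes 50% inhibition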;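 also: signal counts dimethyl H3K9 product captured on neutravidin plate; 0% = median of DMSO wells and 100% = 0.3 times that DMSO median; strong numbers were not always called active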
Target sequence (Q9H3R0 1-420 limits assumed): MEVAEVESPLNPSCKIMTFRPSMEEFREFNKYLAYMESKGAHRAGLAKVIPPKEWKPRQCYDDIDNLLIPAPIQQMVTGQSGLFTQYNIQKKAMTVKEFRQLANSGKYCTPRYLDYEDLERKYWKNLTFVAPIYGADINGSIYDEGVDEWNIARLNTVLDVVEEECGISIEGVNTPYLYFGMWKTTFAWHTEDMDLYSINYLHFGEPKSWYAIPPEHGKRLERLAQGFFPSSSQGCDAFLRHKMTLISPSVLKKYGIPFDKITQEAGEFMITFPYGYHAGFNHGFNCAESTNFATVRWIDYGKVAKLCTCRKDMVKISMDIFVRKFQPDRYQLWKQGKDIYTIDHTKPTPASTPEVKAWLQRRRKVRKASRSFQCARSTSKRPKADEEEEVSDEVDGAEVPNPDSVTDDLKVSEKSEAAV
Efflux pump inh = inhibitors of Candida antifungal efflux pumps expressed in yeast; hit rate 0.44% among 330,000; inhibition, % at 10 µM; S. cerevisiae Candida pump triplex, Nile Red efflux; AID 485275;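 active = plate passing quality check with inhibition over a set limit, or well fluorescence over plate mean plus 4 SD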;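 also: Nile Red retained in pooled yeast measured as flow cytometry median fluorescence; 0% = buffer negative control and 100% = Enniatin B positive control; higher means more Nile Red kept so more efflux inhibition; some compounds called inactive have numbers as strong as hits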
TPT1 inhibitor = blocks Candida albicans tRNA 2'-phosphotransferase; recombinant caTPT1, FP RNA substrate dephosphorylation; inhibition, % at 5 µM; hit rate 0.81% among 300,000; AID 1962;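 active = inhibition above the mean of all tested compounds plus 3 SD, set per screening campaign, cut at about 24% in these data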;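 also: plate controls were DMSO alone for no effect and ferristatin control at 100 nM for full effect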
core dimer inh = blocks dimerization of HCV core protein; TR-FRET GST/Flag-core106 dimerization, 1536-well; inhibition, % at 5 µM; hit rate 0.33% among 300,000; AID 1899;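 active = inhibition above the mean of all tested compounds plus 3 SD, set per screening campaign, cut at about 45% in these data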
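Assay system: tagged HCV core106 pair (GST and Flag); medium: KF-containing HEPES buffer, pH 7.45, DTT, CHAPS, BSA; also added: Eu donor and XL665 acceptor anti-tag antibodies; dosing: 5 µM single dose; timing: compound-protein-antibody incubation 4 h at 22.5 °C; signal: TR-FRET 671 and 617 nm emission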
proCasp7 act = counter-screen for procaspase-3 activators: activators of human procaspase-7; activation, % at 8.5 µM; hit rate 0.093% among 330,000; P55210; recombinant procaspase-7, Ac-DEVD-pNA absorbance 405 nm; D23A/D198A/D206A triple mutant, cannot self-cleave; scale: DMSO 0, 5 µM enzyme 100; AID 463210;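 active = percent activation above the screen-wide mean plus 3 SD, cut at about 25% in these data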
Target sequence (P55210 whole entry D23A/D198A/D206A): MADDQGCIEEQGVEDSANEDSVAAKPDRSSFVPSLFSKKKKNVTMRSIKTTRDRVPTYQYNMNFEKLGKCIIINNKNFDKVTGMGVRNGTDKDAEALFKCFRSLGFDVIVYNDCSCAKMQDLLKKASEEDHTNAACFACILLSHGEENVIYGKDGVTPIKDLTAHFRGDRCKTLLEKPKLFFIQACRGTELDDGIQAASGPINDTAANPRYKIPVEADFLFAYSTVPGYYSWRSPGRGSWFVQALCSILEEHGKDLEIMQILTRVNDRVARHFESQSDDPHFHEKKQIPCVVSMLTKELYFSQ
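Replicates: singlicate. Assay system: Procaspase-7 triple mutant (PC-7 D3A). Signal: 405 nm absorbance of p-nitroaniline. Times: 1 h preincubation, 2 h reaction. Buffer or medium: Zinc-free HEPES pH 7.4 with 300 mM NaCl, 0.01% Triton X-100. Also added: DEVD-pNA substrate. Benchmarks: DMSO wells as 0%, DMSO with 5 µM added PC-7 as 100%.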
CTSL1 counter = blocks F. hepatica cathepsin L1 in PFM18AAP counter-screen; recombinant F. hepatica cathepsin L1, Z-Leu-Arg-MCA fluorescence; inhibition, % at 5.96 µM; hit rate 0.49% among 300,000;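 active = inhibition above the mean of all tested compounds plus 3 SD, set per screening campaign, cut at about 17% in these data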;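 also: 0% = plate median of test compound wells and 100% = 1 µM Z-Phe-Ala-diazomethylketone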
Numbers without * were called inactive; i = inactive; ? = inconclusive; . = not tested or not shown; & = joins results of further samples. Hits appear at their usual frequency; about 2.9% have a hit in one of these screens.

Value order – procasp3 activ	PP5 primary	PP1 inh	JMJD2C inh	Efflux pump inh	TPT1 inhibitor	core dimer inh	proCasp7 act	CTSL1 counter
> CN1CCN(C(=O)c2ccccc2[N+](=O)[O-])CC1
    -2	0.0	-2	-10	-0.2	-1	-6	3	3
> COc1ccc(C)cc1-n1[nH]nnc1=S
    -10	-0.5	3	-8	-0.1	-3	2	-4	-4
> Cc1ccc(S(=O)(=O)N2CCC[C@H]2C(=O)OCC(=O)N2CCc3ccccc32)cc1
    0	.	.	-9	-0.1	.	.	11	.
> O=C(NCc1ccccc1Cl)C1CCCN(c2nc3ccsc3c(=O)s2)C1 (stereo unspecified)
    1	1.1	1	3	0.0	2	8	-3	0
> CC(=O)c1ccccc1NC(=O)CCN1C(=O)C2CCCCC2C1=O (stereo unspecified)
    1	.	.	-5	0.0	.	.	5	.
> CC(C)(C)NC(=O)NC(=O)COC(=O)C1=COCCO1
    -1	1.9	-4	6	-0.1	2	-1	7	-12
> CC(=O)Nc1ccc(SCC(=O)N(C)CC(=O)Nc2ccccc2Cl)cc1
    -7	.	.	8	-0.1	.	.	-19	.
> CC1(C)CC(=O)c2cc(C(=O)Nn3cnnc3)c(=O)n(-c3ccccc3)c2C1
    -2	1.1	-2	4	0.1	-4	-10	-3	2
> CCC(=O)NNc1cccc(Cl)n1
    0	3.2	-2	7	-0.1	-1	-8	-7	4
> CCN1CCN(c2ccc(S(=O)(=O)N3CCOCC3)cc2NC(=O)c2ccccc2OC(F)F)CC1
    -1	-1.7	-4	6	0.1	-2	0	1	2
> Cc1cc(C)cc(N(CCC#N)C(=O)COC(=O)CCc2c[nH]c3ccccc23)c1
    12	3.9	-4	4	0.2	.	.	1	.
> COc1ccc(NC(=O)C2CCN(S(=O)(=O)c3ccc(C)cc3)CC2)cc1OC
    3	1.2	-3	4	0.0	0	-2	-6	0
> Nc1ncnc2nc(SCC(=O)N3CCN(c4ccccc4)CC3)[nH]c12
    -4	1.1	1	-3	0.1	1	1	0	0
> O=C1C2C3C=CC(C4CC34)C2C(=O)N1/N=C/c1cccs1 (stereo unspecified)
    4	1.6	-2	7	0.1	1	4	-1	0
> Nc1c(-c2ccccc2)c(CSc2nc3ccccc3[nH]2)nn1-c1cccc(C(=O)O)c1
    1	1.6	2	5	0.0	1	-1	18	-3
> N[C@@H](Cc1cc(I)c(O)c(I)c1)C(=O)O
    8	-1.2	1	-3	-0.1	-3	-12	-9	-5
> Cc1nc2sccn2c(=O)c1S(=O)(=O)NCc1ccccc1Cl
    8	1.7	3	-1	-0.5	-3	-1	-5	5
> COc1ccc(/C=C2\CCC(C3CCCC3)C2=O)cc1Cn1nc(C)cc1C (stereo unspecified)
    -6	-3.2	-1	13	-0.1	-1	-4	-5	5
> COC(=O)c1cccc(NC2CC(=O)N(c3ccc(OC)c(OC)c3)C2=O)c1 (stereo unspecified)
    -2	-0.3	-2	-4	0.0	-5	-5	-13	2
> CC1CCC(CN2C(Nc3ccccc3)=NC[C@@H]2Cc2ccccc2)CC1 (stereo partly specified)
    -4	.	.	-8	0.3	.	.	3	.
> COc1ccccc1S(=O)(=O)Cc1ccc(C(=O)NCCN(C)C)o1
    3	1.5	-1	-1	0.0	-1	3	11	-3
> CC(C)CC(NC(=O)C1CCCCC1)C(=O)NC(C)c1ccccc1 (stereo unspecified)
    4	1.4	-1	4	0.0	-1	-13	3	2
> COc1ccc(CC2CCOC2=O)cc1 (stereo unspecified)
    -5	-0.9	-3	0	0.0	0	-6	5	0
> CCN(CC)S(=O)(=O)c1cccc(C(=O)N[C@H](C(=O)NCc2ccccc2F)C(C)C)c1
    -10	-1.4	-3	-1	0.3	1	1	5	1
> O=C(CCc1ccccc1)NC1CCSC1=O (stereo unspecified)
    -2	1.7	2	-6	-0.1	-2	2	-3	1
> N=c1c[n+](N2CCOCC2)[n-]o1
    -11&6	4.8&-1.3	-10&-2	-17&-3	0.1&-0.1	-3&-1	-12&4	-22&-7	-8&-2
> CC(Oc1cccc(Cl)c1)C(=O)Nc1ccncc1 (stereo unspecified)
    2	2.9	-2	8	0.4	2	1	14	-6
> Cc1ccc(NC(=O)CN2CCOCC2)c(Br)c1
    -4	1.0	-3	1	-0.2	-1	-9	-7	-1
> Cn1c(-c2ccc(F)cc2)cnc1NCc1ccc(C#N)cc1
    -1	1.0	-1	56	0.2	2	-1	-2	-2
> C[C@@H]1CC=C[C@H]2[C@H]1C(=O)N(Cc1ccccc1)[C@H]2c1ccc2ccccc2c1/C=C/c1ccccc1
    -3	3.1	2	2	0.2	-2	12	3	-4
> CCOc1ccccc1NS(=O)(=O)c1csc(C(N)=O)c1
    9	-1.3	1	-1	-0.2	-2	2	-4	2
> CC(=O)c1cc(CN2CCC(C(=O)Nc3cccc(-c4cscn4)c3)CC2)cs1
    -7	-0.1	-6	-5	-1.9	-1	-3	1	-2
> CSc1nc(C)c(CCOCc2ccccc2)c(=O)[nH]1
    5	1.2	-2	-5	0.3	-1	-4	-6	-4
> Clc1ccc(Oc2nc3ccccc3n3cccc23)cc1
    7	0.8	-1	10	0.0	4	-5	14	26*
> O=C(c1cc(-c2ccccc2)nc2ccccc12)N1N=C(C(F)F)CC1(O)C(F)F (stereo unspecified)
    2	0.7	-5	18	-0.1	1	1	1	-2
> Fc1ccc2nc(N3CCCC3)sc2c1
    4	1.7	2	6	-0.1	-1	-4	-3	-4
> CCOC(=O)c1ccccc1NC(=O)c1cccs1
    11	0.7	-4	10	0.0	1	1	-7	1
> CC(=O)N(c1c(C)n(C)n(-c2ccccc2)c1=O)C1(C(=O)NC2CCCC2)CCCCC1
    -1	-1.3	-7	6	-0.1	-5	-4	6	-3
> COc1cc(NC(=O)C2=C(N3CCOCC3)/C(=C/c3ccc(Cl)cc3)CC2)cc(OC)c1OC
    1	4.3	0	2	0.1	1	8	-9	0
> Cc1ccc(NC(=O)CC2C(=O)NCCN2C(=O)c2ccc(F)cc2)cc1 (stereo unspecified)
    0	1.8	-4	-3	0.3	0	-2	-1	-2
> CNc1c(-n2cc(C(=O)OC)c(C(=O)OC)c2C(=O)OC)c(=O)n(C)c(=O)n1C
    -10	-3.0	9	5	0.4	0	1	-8	0
> O=C(c1nc(-c2ccccc2)n(-c2ccccc2)n1)N1CCCCCC1
    11	0.3	-1	1	0.1	-3	-18	18	3
> Cn1cnnc1SCC(=O)NC1CCCCCC1
    -3	2.8	1	?	-0.1	-3	1	2	3
> CN(C)c1cc[nH]c(=O)c1C#N
    2	-0.2	-1	3	-0.1	-8	1	8	-4
> COc1cccc(-c2ocnc2C(=O)Nc2ccc(N3CCOCC3)cc2N2CCOCC2)c1
    4	2.2	-1	4	0.2	-1	0	6	-1
> CN(C)S(=O)(=O)c1ccc(N2CCCC2)c(C(=O)NCCc2ccc(F)cc2)c1
    3	1.9	1	7	0.2	-1	2	5	-3
> Cc1cc(Br)c(NC(=O)c2c(-c3c(Cl)cccc3Cl)noc2C)c(Br)c1
    -1	1.0	3	-18	-0.2	-2	-9	6	4
> CCc1ccc2c(CN(CC)Cc3nc4ccccc4c(=O)[nH]3)cc(=O)oc2c1
    -6	1.0	-1	i	-0.2	-2	11	8	0
> O=C(Nc1nccs1)c1ccc[nH]c1=O
    0	1.3	1	1	-0.1	-1	-7	3	-2
> COc1ccccc1Cn1c(C)nc2ccccc21
    -9	-0.5	1	-2	-0.1	-1	0	4	-7
> CN1C(=O)OC2(C)CCc3ccccc3C12C (stereo unspecified)
    -4	-0.3	-4	28	0.0	0	3	7	-2
> O=S(=O)(NCCCNS(=O)(=O)c1c(F)cccc1F)c1ccc2c(c1)OCCO2
    8	-0.1	-3	-4	-0.3	.	.	15	.
> COc1ccccc1NC(=O)/C=C/c1cc([N+](=O)[O-])ccc1OC(F)F
    4	1.2	2	1	0.0	1	2	11	3
> NS(=O)(=O)c1ccc(CCNC(=O)c2ccc(Cl)cc2[N+](=O)[O-])cc1
    -1	0.8	-1	1	-0.1	-5	1	-1	0
> COC(=O)c1ccccc1S(=O)(=O)NCc1nc2nc(C)cc(C)n2n1
    -2	0.9	-2	-6	0.0	-1	0	4	-3
> CS(=O)(=O)N(CC(=O)Nc1ccccc1-c1ccccc1)c1ccccc1
    -5	2.1	-1	2	0.0	0	0	12	-2
> COc1ccccc1Nc1cc(C(=O)N2CCc3ccccc3C2)c2ccccc2n1
    1	6.6	1	-9	0.1	1	9	5	1
> COc1cccc(CN2CCN(C(=O)c3cc(-c4ccncc4)nc4ccc(C)cc34)CC2)c1
    3	-2.2	-2	-3	-6.5	-2	11	-8	3
> CC(=O)NCCc1ccc(C(=O)COC(=O)c2cccn2C)cc1
    1	.	.	2	-0.1	.	.	16	.
> CCCCNS(=O)(=O)c1ccc(NC(=O)C2CCCO2)cc1 (stereo unspecified)
    -8	-1.9	-7	-2	0.0	0	6	-3	5

Carrying on.
Value order – procasp3 activ	PP5 primary	PP1 inh	JMJD2C inh	Efflux pump inh	TPT1 inhibitor	core dimer inh	proCasp7 act	CTSL1 counter
> COc1ccccc1NC1SC(=O)N(c2ccccc2)C1=O (stereo unspecified)
    -9	3.2	1	10	0.3	-2	12	-14	-4
> CN(Cc1ccon1)C(=O)CC1C(=O)NCCN1Cc1cccc(F)c1F (stereo unspecified)
    -10	-0.7	-2	2	-0.6	-6	-1	6	2
> O=C(CN1C(=O)C2C3C=CC(C3)C2C1=O)NCc1ccc2c(c1)OCO2 (stereo unspecified)
    -1	2.7	0	-6	-0.1	-3	-8	-7	0
> Cc1ccc(NC(=O)CN2C(=O)NC(C)(CCc3ccccc3)C2=O)cc1 (stereo unspecified)
    -5	-0.4	0	-10	0.0	-1	-1	9	-3
> CC(C)NC(=O)COC(=O)c1cccc(NS(=O)(=O)/C=C/c2ccccc2)c1
    -1	-0.6	3	-5	-0.1	-3	5	5	-6
> CC(C)=CC(=O)N1CC[C@@H](N2CCN(c3ccccc3F)CC2)[C@H](O)C1
    6	-1.4	-3	1	0.0	-3	-1	8	-2
> Cc1cccc(Nc2nc(Cl)ncc2F)c1C
    -4	0.0	-2	-6	-0.1	-1	-9	-3	-3
> CC1=NN=C(c2ccccc2)C(c2c[nH]c3ccccc23)N1O (stereo unspecified)
    -5	-0.9	-5	1	-1.5	-6	4	0	-5
> COc1ccccc1-n1cnc2cc(C(=O)NC3CCCC3)ccc21
    1	-0.8	-2	8	0.1	-1	2	-7	0
> Cc1c(C2=CCN(S(=O)(=O)c3ccc(Br)cc3)CC2)c2ccccc2n1C
    -3	-1.8	-4	-7	-0.1	6	26	-3	0
> COc1ccc(C(=O)C2=NN(C(C)=O)CC2c2ccco2)cc1 (stereo unspecified)
    -18	1.4	-4	-6	0.0	-1	-2	-17	7
